High-throughput results as filed in PubChem.
D2 ag – HTS Assay for Allosteric Agonists of the Human D2 Dopamine Receptor: Primary Screen for Agonists | 340,000 tested, 0.53% active | AID 485358, 2010 | activation, % at 2 µM | HEK293 T-REx D2 cells, calcium flux agonist mode;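 active = activation over 3 SD above normal in the single-dose calcium agonist read, cut at about 30% in these data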; also: 0% is about no effect
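In this primary screen, compounds producing a positive calcium signal within 180 s of addition to tetracycline-induced, force-coupled HEK293 Trex D2 cells are flagged; cells are dye-loaded with a no-wash calcium kit beforehand.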
IDH1 R132H inh – qHTS for Inhibitors of mutant isocitrate dehydrogenase 1 (IDH1): qHTS; IDH1-R132H enzyme, NADPH consumption, diaphorase/resazurin fluorescence; Potency, µM (titrated, usually from 76.6 µM), for inactives: at the highest dose activity change, negative = inhibition, actives largely listed as inhibitors; 390,000 tested, 0.093% active; AID 602179, 2012; also: potency is read from the fitted curve at half-maximal effect; % is scaled to controls: 0 for no effect and ±100 for the full control effect; nearly all actives have a fitted effect of over 65% in size
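IDH1-R132H (0.5 ug/mL dispensed) in pH 7.5 Tris buffer was preincubated 30 min with compound, then given a substrate mix of 0.016 mM NADPH and 2 mM alpha-KG for 80 min at room temperature; remaining NADPH was read by diaphorase/resazurin fluorescence.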
USP1-UAF1 inh – Inhibitors of USP1/UAF1: Primary Screen. Ubiquitin carboxyl-terminal hydrolase 1 (Homo sapiens), O94782. AID 743255, 2014. 390,000 tested, 0.23% active. recombinant USP1/UAF1, Ub-Rhodamine cleavage fluorescence. Potency, µM (series often up to 57.1 µM), without a hit: at the highest dose activity change, negative = inhibition, usual class: inhibitors; also: potency is read from the fitted curve at half-maximal effect; % is scaled to controls: 0 for no effect and ±100 for the full control effect; nearly all actives have a fitted effect of over 60% in size; inactives centre near -12
Target sequence (O94782 whole entry, looked up): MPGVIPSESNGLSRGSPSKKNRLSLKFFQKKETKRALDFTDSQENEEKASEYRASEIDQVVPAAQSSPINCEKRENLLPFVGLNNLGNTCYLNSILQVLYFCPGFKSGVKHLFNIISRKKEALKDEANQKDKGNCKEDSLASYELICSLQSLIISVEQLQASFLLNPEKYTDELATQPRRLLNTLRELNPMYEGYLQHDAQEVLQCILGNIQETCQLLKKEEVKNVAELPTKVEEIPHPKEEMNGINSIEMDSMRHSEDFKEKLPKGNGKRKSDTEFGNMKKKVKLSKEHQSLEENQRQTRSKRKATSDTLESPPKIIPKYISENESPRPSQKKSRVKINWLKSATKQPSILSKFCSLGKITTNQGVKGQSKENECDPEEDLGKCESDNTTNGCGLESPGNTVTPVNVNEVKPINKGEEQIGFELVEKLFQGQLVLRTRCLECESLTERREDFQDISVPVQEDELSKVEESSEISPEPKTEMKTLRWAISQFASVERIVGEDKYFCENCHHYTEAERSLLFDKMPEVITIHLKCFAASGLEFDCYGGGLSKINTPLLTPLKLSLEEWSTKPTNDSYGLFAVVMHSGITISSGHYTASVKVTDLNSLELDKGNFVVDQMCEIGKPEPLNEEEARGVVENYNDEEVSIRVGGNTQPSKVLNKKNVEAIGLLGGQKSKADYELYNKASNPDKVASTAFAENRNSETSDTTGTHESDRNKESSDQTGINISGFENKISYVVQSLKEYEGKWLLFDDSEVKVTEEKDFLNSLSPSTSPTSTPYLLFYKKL
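In this screen, compounds sit with the deubiquitinase complex (1nM) for 15 min at room temperature before Ub-Rho is added at 150nM final. Fluorescence rise is then followed for 6 reads every 60 seconds.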
TrxR1 substrate – qHTS Assay for Substrates of Mammalian Selenoprotein Thioredoxin Reductase 1 (TrxR1): qHTS; Thioredoxin reductase 1, cytoplasmic (Rattus norvegicus), O89049; purified TrxR1 substrate turnover, NADPH consumption readout; Potency, µM (top dose mostly 114 µM), without a hit: top-dose activity change, negative = substrate turnover; 390,000 tested, 0.01% active; also: potency is read from the fitted curve at half-maximal effect; % is scaled to controls: 0 for no effect and ±100 for the full control effect; nearly all actives have a fitted effect of over 50% in size
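Rat TrxR1, dispensed at 90 nM, was prereduced with 400 uM NADPH (final) for 5 min at ~22 deg C, then incubated with compound 15 min before 400 uM selenite. A first-read NADPH fluorescence drop versus no-compound background flagged substrates.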
rTrxR1 inhibitor – qHTS Assay for Inhibitors of Mammalian Selenoprotein Thioredoxin Reductase 1 (TrxR1): qHTS; Thioredoxin reductase 1, cytoplasmic (Rattus norvegicus), O89049; recombinant rTrxR1, NADPH fluorescence consumption, selenite substrate; Potency, µM (highest dose often 114 µM), for inactives: at the highest dose activity change, negative = inhibition, most hits filed as inhibitors; 390,000 tested, 1% active; AID 588453, 2011; also: potency is read from the fitted curve at half-maximal effect; % is scaled to controls: 0 for no effect and ±100 for the full control effect; nearly all actives have a fitted effect of over 65% in size
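Rat TrxR1 (90 nM in the dispensed reagent) was pre-reduced with 400 uM NADPH for 5 min at room temperature, then incubated with compound for 15 min. After 400 uM selenite was added, NADPH fluorescence (Ex 340/Em 450 nm) was followed for 8 min.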
TRHR ag – qHTS for Small Molecule Agonists and Allosteric Enhancers of Human TRH Receptor: Primary Screen for Agonists. TRHR cells, calcium flux fluo-8, FDSS agonist mode. AID 493084, 2011. 360,000 tested, 0.18% active. Thyrotropin-releasing hormone receptor (Homo sapiens), P34981. activation, % at 2 µM; in the data active = activation above about 30%; also: 0% is about no effect
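Steps: seed TRHR cells overnight; add fluo-8 no-wash Ca dye, RT 30 min–1.5 h; record 10 s baseline; pin-transfer compounds; monitor fluorescence 1 cycle/s for the agonist window. Calcium increases flag candidate agonists.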
D2 antagonist – HTS Assay for Allosteric Antagonists of the Human D2 Dopamine Receptor: Primary Screen for Antagonists; D(2) dopamine receptor (Homo sapiens), P14416; HEK293 TREx D2 cells, calcium flux, dopamine EC80; inhibition, % at 10 µM; 340,000 tested, 2% active; in the data active = inhibition above about 30%; also: 0% is about no effect
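Overnight-induced (tetracycline, 30 C) HEK293 T-REx cells carrying force-coupled D2 receive a no-wash calcium dye, then compound, then EC80 dopamine at 180 s; signals are read kinetically throughout.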
PI4K2A block – qHTS for small molecular inhibitors of PI4K2A | 420,000 tested, 0.13% active | purified PI4K2A, ADP-Glo luminescence, 1 h; hits give low values | Phosphatidylinositol 4-kinase type 2-alpha (Homo sapiens), Q9BTU6 | activity change, negative = inhibition, % at 76.9 µM | AID 1346378, 2018; in the data active = activity change below about -50%; inconclusive = mostly about -30% to -49%;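 also: -100% = wells without enzyme as full effect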
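PI4K2A activity was measured by ADP-Glo luminescence: enzyme (4 ug/mL stock) and phosphatidylinositol (1.2 mM stock) in Tris pH 7.5/MgCl2/EGTA/Triton X-100 buffer were reacted with ATP (300 microM stock) for one hour at ambient temperature.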
TRHR PAM – qHTS for Small Molecule Agonists and Allosteric Enhancers of Human TRH Receptor: Primary Screen for Enhancers. Thyrotropin-releasing hormone receptor (Homo sapiens), P34981. TRHR cells, fluo-8 calcium fluorescence, EC20 TRH enhancement. enhancement, % at 2 µM. 360,000 tested, 0.66% active; in the data active = enhancement above about 30%; also: 0% is about no effect
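TRHR-expressing cells loaded with fluo-8 calcium dye were read kinetically (ex 480/em 530) during compound addition, then stimulated with an EC20 of TRH (10 nM final). Enhancement of the Gq-mediated intracellular calcium response was scored.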
Numbers without * were called inactive; ? = inconclusive; / = no result given; [ ] = remark or other dose. Unless noted, calls follow the shape of the dose curve; as a rule, active = well fitted inhibition curve with a large enough effect; inconclusive = small, poorly fitted or top-dose-only effect; inactive = no such curve, though single readings can be large or run the other way.

1. O=C1c2ccccc2NC(c2ccccc2)N1CCCN1CCOCC1 (centres undefined)
2. CC(C)Cn1cc(NC(=O)NCc2ccc(Cl)cc2)c2ccccc2c1=O
3. CCOC1=NN(c2ccc(Cl)cc2)C(=O)/C1=C\N(C)C
4. COc1ccc(CN2CCN(Cc3ccco3)CC2)cc1OC
5. Cc1csc(NC(=O)c2ccco2)n1
6. CCCCn1c(N)c(N(CCOC)C(=O)c2ccc(S(=O)(=O)N3CCC(C)CC3)cc2)c(=O)[nH]c1=O
Screen / compound no.,1,2,3,4,5,6
D2 ag,0.0,-1.6,-0.5,-0.4,0.2,-0.2
IDH1 R132H inh,-8%,-4%,7%,12%,-10%,-2%
USP1-UAF1 inh,8%,?,-21%,-25%,-20%,-18%
TrxR1 substrate,31%[activator][57.1 µM],10%,-3%,-1%,-9%,4%[57.1 µM]
rTrxR1 inhibitor,5%[57.1 µM],12%,13%,17%,-10%,6%[57.1 µM]
TRHR ag,0.1,-0.9,0.5,0.5,0.8,-0.1
D2 antagonist,24,/,13,-9,-8,-3
PI4K2A block,0,?,-5,4,-1,1
TRHR PAM,6,-6,2,9,1,-1

7. CC(C)c1ccc(-n2cccc2/C=C2/C(=N)N3C=CSC3=NC2=O)cc1
8. O=C(Nc1ccc(F)cc1)C1CC(=O)n2c(nc3ccccc32)N1 (centres undefined)
9. COC(=O)c1ccc2c(=O)n(CCCCCC(=O)N3CCN(c4cc(Cl)ccc4C)CC3)c(=O)[nH]c2c1
10. CC(=O)c1cccc(NC(=O)c2onc(C)c2Cl)c1
11. O=C(Nc1ccc2c(c1)CCC2)C1CCN(c2ncccn2)CC1
12. Cc1ccc(C)c(N2CCN(C(=S)NC3CCCCC3)CC2)c1
Screen / compound no.,7,8,9,10,11,12
D2 ag,-0.6,0.4,-0.2,-0.4,1.7,/
IDH1 R132H inh,-5%,4%,19%,-6%,3%,0%
USP1-UAF1 inh,-21%,-5%,-8%,-22%,-8%,-12%
TrxR1 substrate,-2%,5%[0.457 µM],-8%[57.1 µM],7%,5%,-6%
rTrxR1 inhibitor,8%,4%,1%[57.1 µM],17%,17%,-5%
TRHR ag,0.0,0.6,-0.7,-0.3,0.7,0.0
D2 antagonist,-12,0,/,18,3,/
PI4K2A block,0,-1,-2,-2,-2,-4
TRHR PAM,-2,3,6,4,1,1

13. Cc1cc(N)n(-c2ncnc3scc(-c4ccccc4)c23)n1
14. Cc1c(C(=O)O)cccc1-n1c(C)cc(/C=N/Nc2ccc([N+](=O)[O-])cn2)c1C
15. O=C1NC(=O)C(CC(=O)N(Cc2ccco2)C2(C(=O)NC3CCCC3)CCCCC2)N1 (centres undefined)
16. CC(C)(C)OC(=O)CNC(=O)c1[nH]cnc1C(=O)N[C@@H](CCCCN)C(=O)OC(C)(C)C
17. CC1CCN(S(=O)(=O)c2ccc3c(c2)N(CC(=O)NCCN(C)C)C(=O)CO3)CC1
18. CCCCCC(=O)Nc1cc(S(=O)(=O)N2CCOCC2)ccc1N1CCCCC1
Screen / compound no.,13,14,15,16,17,18
D2 ag,0.9,0.5,-0.8,/,0.7,3.3
IDH1 R132H inh,6%,-11%,4%,14%,-4%,-7%
USP1-UAF1 inh,-15%,-30%,-22%,-23%,-23%,-24%
TrxR1 substrate,-10%[57.1 µM],-10%,4%,2%,1%,1%
rTrxR1 inhibitor,8%[57.1 µM],-19%,13%,4%,-8%,17%
TRHR ag,0.1,2.8,-0.5,/,-0.3,1.9
D2 antagonist,-26,-4,3,/,/,-20
PI4K2A block,2,-7,0,-3,-3,-3
TRHR PAM,0,1,33*,/,0,3

19. Cc1cc(C)n(-c2nc3ccccc3c3nc(C)nn23)n1
20. CCN(CC)S(=O)(=O)c1cc(Br)ccc1OC
21. O=C(N/N=C/C=C\c1cccc([N+](=O)[O-])c1)c1ccccn1
22. COC(=O)/C(C#N)=C(/Nc1ccc(F)c(Cl)c1)C(F)(F)F
23. CCN(Cc1nc2cc(Cl)ccc2c(=O)[nH]1)C(=O)c1cccc(OCc2c(C)noc2C)c1
24. Cc1cc(C)cc(NC(=O)COC(=O)CCn2c(C)csc2=O)c1
Screen / compound no.,19,20,21,22,23,24
D2 ag,1.4,0.3,-1.0,0.6,/,-0.5
IDH1 R132H inh,-4%,4%,0%,1%,7%,0%
USP1-UAF1 inh,-11%,-14%,-17%,-6%,-16%,-20%
TrxR1 substrate,-2%,2%,0%,9%[57.1 µM],0%,2%
rTrxR1 inhibitor,?,15%,7%,30%[57.1 µM],2%,29%
TRHR ag,0.4,0.1,-0.3,0.7,0.5,-1.2
D2 antagonist,-16,-6,10,-3,/,17
PI4K2A block,-2,0,13,-2,-2,5
TRHR PAM,-4,-10,-5,2,6,0

7 structures out of the list, ordered by SMILES length, lowest first.
20. CCN(CC)S(=O)(=O)c1cc(Br)ccc1OC
19. Cc1cc(C)n(-c2nc3ccccc3c3nc(C)nn23)n1
24. Cc1cc(C)cc(NC(=O)COC(=O)CCn2c(C)csc2=O)c1
18. CCCCCC(=O)Nc1cc(S(=O)(=O)N2CCOCC2)ccc1N1CCCCC1
17. CC1CCN(S(=O)(=O)c2ccc3c(c2)N(CC(=O)NCCN(C)C)C(=O)CO3)CC1
23. CCN(Cc1nc2cc(Cl)ccc2c(=O)[nH]1)C(=O)c1cccc(OCc2c(C)noc2C)c1
16. CC(C)(C)OC(=O)CNC(=O)c1[nH]cnc1C(=O)N[C@@H](CCCCN)C(=O)OC(C)(C)C
Screen / compound no.,20,19,24,18,17,23,16
D2 ag,0.3,1.4,-0.5,3.3,0.7,/,/
IDH1 R132H inh,4%,-4%,0%,-7%,-4%,7%,14%
USP1-UAF1 inh,-14%,-11%,-20%,-24%,-23%,-16%,-23%
TrxR1 substrate,2%,-2%,2%,1%,1%,0%,2%
rTrxR1 inhibitor,15%,?,29%,17%,-8%,2%,4%
TRHR ag,0.1,0.4,-1.2,1.9,-0.3,0.5,/
D2 antagonist,-6,-16,17,-20,/,/,/
PI4K2A block,0,-2,5,-3,-3,-2,-3
TRHR PAM,-10,-4,0,3,0,6,/

New compounds follow:
25. CC(C(=O)Nc1ccc(O)cc1)c1cccc(C(=O)c2ccccc2)c1 (centres undefined)
26. CCN(CC)Cc1c(O)ccc2c1O/C(=C\C=C\c1ccccc1)C2=O
27. CCc1nnc(NC(=O)C2=NN(C3CCS(=O)(=O)C3)C(=O)CC2)s1 (centres undefined)
28. Cc1cccc(N2CCN(C(=O)CCc3c(C)nc4ncnn4c3C)CC2)c1C
29. CC(C)CN1C(=O)CC(Sc2ccccc2C(=O)O)C1=O (centres undefined)
30. Nc1cc2c(cc1[N+](=O)[O-])OCCO2
Screen / compound no.,25,26,27,28,29,30
D2 ag,-0.8,14,1.5,0.5,1.3,0.3
IDH1 R132H inh,0%,2%,5%,-7%,3%,1%
USP1-UAF1 inh,-9%,32µM*,-10%,-10%,3%,-22%
TrxR1 substrate,-1%[57.1 µM],-13%,-6%,7%,5%,-10%
rTrxR1 inhibitor,11%[57.1 µM],71µM*,3%[57.1 µM],31%,?,-13%
TRHR ag,0.4,13,0.4,0.7,-0.1,0.7
D2 antagonist,3,-2,-9,/,0,47*
PI4K2A block,-4,3,-6,2,6,-2
TRHR PAM,-2,1,12,4,0,-1

31. Cc1ccc(C(=O)N2CCc3cc(CNS(=O)(=O)c4ccc(Cl)s4)ccc32)cc1
32. O=C(COC(=O)c1c2c(nc3ccccc13)CCCC2)c1ccc(Br)s1
33. Clc1ccc(-c2nc(-c3ccccn3)no2)cc1Cl
34. CC(C)CN(C(=O)C1CCCC1)C1CCS(=O)(=O)C1 (centres undefined)
35. O=C(c1cccs1)N1CCN(Cc2ccc3c(c2)OCO3)CC1
36. CC(=O)Nc1ccc(CCCCc2ccccc2)cc1
37. O=C(COC(=O)c1cncc(Br)c1)Nc1nc(-c2ccc(F)cc2)cs1
38. CC(=O)c1ccc(N2CCN(C(=O)C3CCN(S(=O)(=O)c4cccs4)CC3)CC2)cc1
39. CCOc1ccccc1N1CCN(Cc2cc3c(cc2[N+](=O)[O-])OCO3)CC1
Screen / compound no.,31,32,33,34,35,36,37,38,39
D2 ag,-0.8,1.4,0.5,1.0,84*,/,-0.8,-3.1,0.7
IDH1 R132H inh,17%,10%,-1%,4%,0%,0%,4%,-5%,-3%
USP1-UAF1 inh,-24%,-18%,-4%,6%,-14%,-20%,-15%,-19%,-12%
TrxR1 substrate,-1%[57.1 µM],1%,10%,4%,5%[2.29 µM],-12%,4%,-1%,-9%
rTrxR1 inhibitor,18%[57.1 µM],8%[57.1 µM],25%,22%,-3%,-8%,20%,7%,1%
TRHR ag,-0.1,0.1,0.1,0.4,0.4,/,1.0,0.8,0.1
D2 antagonist,/,0,13,-2,87*,/,5,-9,60*
PI4K2A block,-8,-2,-3,-1,3,4,6,1,-11
TRHR PAM,-13,35*,5,3,-2,/,6,-8,1
